# Rv3671c inh – inhibits the M. tuberculosis serine protease Rv3671c; P9WHR9; inhibition, % at 5.96 µM; 320,000 compounds, 0.048% hits; AID 2606; in the data active = inhibition above about 38%;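 also: extracellular domain of Rv3671c used as enzyme; 0% = enzyme with DMSO and 100% = no enzyme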
# BoNT A protease – inhibitors of Botulinum neurotoxin A light chain protease; multiplex microsphere protease substrate cleavage, flow cytometry; inhibition, % at 10 µM; 360,000 compounds, 0.17% hits; AID 588499; also: plate controls were buffer without enzyme for full effect and enzyme alone for no effect
# PriA SSB inh – blocks PriA binding to SSB C-terminal tail. AlphaScreen SSBct-PriA binding, biotinylated peptide. inhibition, % at 33 µM. 430,000 compounds, 0.6% hits; in the data active = inhibition mostly above about 37%, no sharp cut-off; inactive = mostly below about 20%;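 also: plate controls were negative control peptide for no effect and reference peptide for full effect; strong numbers were not always called active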
# CCHFV vOTU inh – blocks the CCHF virus ovarian tumor domain protease | CCHFV vOTU protease, Pep-AMC fluorescence | inhibition, % at 11.5 µM | 370,000 compounds, 0.55% hits | AID 651958; in the data active = inhibition above about 30%; also: 0% = vehicle wells with enzyme and 100% = no enzyme wells
# DUSP3 inh – inhibitors of human VHR1 phosphatase (DUSP3); inhibition, % at 13.3 µM; 290,000 compounds, 0.52% hits; P51452; AID 1654; recombinant VHR phosphatase, pNPP absorbance; in the data active = inhibition above about 50%; also: some compounds called inactive have numbers as strong as hits
# Target sequence (P51452 whole entry, looked up): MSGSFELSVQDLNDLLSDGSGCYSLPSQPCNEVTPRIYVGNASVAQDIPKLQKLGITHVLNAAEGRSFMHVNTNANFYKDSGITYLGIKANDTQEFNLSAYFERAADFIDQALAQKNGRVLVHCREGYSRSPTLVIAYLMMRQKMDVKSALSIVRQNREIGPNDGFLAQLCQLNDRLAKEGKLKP
# Anthrax LF prot – inhibitors of Bacillus anthracis lethal factor protease; P15917; multiplex microsphere protease cleavage assay, LF; inhibition, % at 10 µM; 360,000 compounds, 0.12% hits; AID 588501; also: plate controls were buffer without enzyme for full effect and enzyme alone for no effect
# Target sequence (P15917 whole entry, looked up): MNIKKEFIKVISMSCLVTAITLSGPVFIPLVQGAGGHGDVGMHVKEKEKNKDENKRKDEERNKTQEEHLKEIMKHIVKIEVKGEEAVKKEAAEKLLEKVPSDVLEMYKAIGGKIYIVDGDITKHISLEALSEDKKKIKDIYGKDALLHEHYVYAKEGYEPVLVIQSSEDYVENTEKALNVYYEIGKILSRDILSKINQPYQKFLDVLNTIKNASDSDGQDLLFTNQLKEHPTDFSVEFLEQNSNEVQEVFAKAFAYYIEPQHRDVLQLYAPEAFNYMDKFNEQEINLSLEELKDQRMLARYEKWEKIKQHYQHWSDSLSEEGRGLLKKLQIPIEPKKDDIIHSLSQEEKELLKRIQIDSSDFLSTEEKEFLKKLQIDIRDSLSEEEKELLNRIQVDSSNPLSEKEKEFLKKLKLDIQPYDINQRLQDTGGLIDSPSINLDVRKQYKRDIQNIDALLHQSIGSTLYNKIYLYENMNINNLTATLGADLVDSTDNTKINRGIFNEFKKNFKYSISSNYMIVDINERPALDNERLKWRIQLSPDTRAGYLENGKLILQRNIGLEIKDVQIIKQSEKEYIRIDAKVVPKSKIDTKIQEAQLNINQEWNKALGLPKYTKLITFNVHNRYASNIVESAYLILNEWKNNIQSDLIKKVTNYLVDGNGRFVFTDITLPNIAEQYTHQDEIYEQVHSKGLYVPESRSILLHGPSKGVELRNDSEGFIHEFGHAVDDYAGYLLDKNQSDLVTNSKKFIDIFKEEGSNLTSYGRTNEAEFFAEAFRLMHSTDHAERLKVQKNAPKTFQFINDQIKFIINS
# MazF activator – MazEF (E. coli) toxin RNase activation; FAM/BHQ RNA-DNA oligo cleavage fluorescence, 5 h; activation, % at 20 µM; 350,000 compounds, 0.32% hits; AID 504720; in the data active = activation above about 50%
# Target sequence (P0AE70 whole entry, looked up): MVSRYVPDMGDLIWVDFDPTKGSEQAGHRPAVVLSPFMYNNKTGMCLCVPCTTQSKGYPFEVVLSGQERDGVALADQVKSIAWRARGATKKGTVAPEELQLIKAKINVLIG
# BoNT-F LC inh – BoNT F light chain protease inhibition; Multiplex microsphere protease cleavage assay, flow cytometry; inhibition, % at 10 µM; 360,000 compounds, 0.22% hits; AID 588497; in the data active = inhibition above about 35%, passing the limit was not always enough; inconclusive = no clear call, values can overlap the other calls; also: plate controls were buffer without enzyme for full effect and enzyme alone for no effect
# PrPC surface inh – reduces human prion protein on the cell surface; P04156; inhibition, % at 13.8 µM; 370,000 compounds, 0.43% hits; cell surface PrPC, TR-FRET read-out; in the data active = inhibition above about 24%; also: 0% = median of the test wells and 100% = reference compound wells
# SARS 3CLpro inh – SARS-CoV 3CLpro protease inhibition | P0C6X7 | recombinant SARS-CoV 3CLpro, quenched FRET peptide cleavage | inhibition, % at 6 µM | 290,000 compounds, 0.14% hits; in the data active = inhibition above about 12%
# * hit, by the source's call; i = inactive; ? = inconclusive; · = not tested or not shown. Rule as the data show it, unless noted: active = inhibition above about 30%; inconclusive = no clear call, values can overlap the other calls; inactive = below that.
# Results follow in this order: Rv3671c inh	BoNT A protease	PriA SSB inh	CCHFV vOTU inh	DUSP3 inh	Anthrax LF prot	MazF activator	BoNT-F LC inh	PrPC surface inh	SARS 3CLpro inh
O=C1CC(c2ccco2)=Nc2ccccc2N1
→ -3	-1.4	-3	7	-3	-4	6	-2	-14	3
Cc1ccccc1S(=O)Cc1ccc(C(=O)NCCN2CCOCC2)o1 (centres undefined)
→ 1	-0.4	6	-3	15	-4	-1	2	0	-2
CCOc1ccc(C(=O)Nc2cccc(C(=O)O)c2C)cc1Cl
→ -1	-0.9	-5	-3	-5	1	2	-9	2	3
CCOc1ccc(C(=O)c2cc([N+](=O)[O-])ccc2Cl)cc1
→ -3	-0.5	37	26	5	-4	3	-6	-33	7
COc1ccc(C(=O)Oc2ccc(/C=N/NC(=O)c3cccnc3)cc2OC)cc1
→ -24	2.4	·	-2	·	-5	1	4	-3	·
CCC(=O)Oc1ccc2c(C)cc(=O)oc2c1C(=O)CC
→ 5	·	-2	-14	-5	·	2	·	2	-5
NC(=O)Cn1nc(-c2ccccc2)nc1-c1ccccc1
→ -5	-2.3	-2	-6	·	31*	0	?	-4	·
CC(C)N1CCC(N2CCN(CCCn3cccn3)CC2CCO)CC1 (centres undefined)
→ -3	-0.3	3	5	16	0	-5	1	1	5
CC(C)Nc1ncnc2c1cnn2-c1ccccc1
→ -12	0.9	-13	0	12	3	5	2	-1	-1
COc1ccc(CS(=O)c2nc(C)cc(C)c2S(C)(=O)=O)cc1 (centres undefined)
→ 4	-0.3	-5	7	2	-3	4	-2	0	1
CCOC(=O)c1ccc(CNC(=O)Cn2nnc(-c3ccccc3)n2)o1
→ 2	-1.6	-8	-17	5	-5	2	-8	0	8
CCN(C[C@H]1N[C@@](Cc2ccccc2)(C(=O)OC)[C@H]2C(=O)N(C)C(=O)[C@@H]12)C(=O)Nc1ccc(F)cc1
→ 7	-0.3	-8	3	·	0	1	0	-3	·
COc1cccc(/C=C2\N=C(SC)SC2=O)c1OC
→ -5	0.5	-21	-7	-3	-20	29	0	-5	1
COc1cc2cccc(OC)c(=O)c2c(OC)c1OC
→ -2	1.0	3	10	7	10	0	3	-6	3
O=C1Nc2ccccc2C1Cc1ccccc1 (centres undefined)
→ 0	?	1	-7	29	-14	0	?	4	4
O=c1oc(-c2cccc(S(=O)(=O)N3CCOCC3)c2)nc2ccccc12
→ 0	-0.3	-9	10	15	-3	2	-3	1	5
Cc1nc2scc(C)n2c(=O)c1S(=O)(=O)NCC1CCN(Cc2ccc(F)cc2)CC1
→ -11	2.0	3	-12	12	1	7	-1	0	-2
CNC(C)C#Cc1ccc2c(=O)c3ccccc3oc2c1 (centres undefined)
→ -18	10	-5	-6	·	8	4	1	-26	·
O=C(O)c1ccc(C(=O)c2ccc3c(c2)C(=O)N(Cc2ccco2)C3=O)cc1
→ 0	0.4	-11	4	13	0	-1	5	-2	-5
O=C(NC(=S)Nc1ccc(N2CCOCC2)cc1)c1ccc(Cl)cc1
→ 0	-0.1	6	3	-14	2	0	5	-3	-3
CC1=C(O)C(=O)OC1c1c(Cl)cccc1Cl (centres undefined)
→ -2	1.3	-9	-14	16	-2	3	7	4	0
COc1ccccc1C/C(N)=N/OC(=O)COc1ccc(C)cc1C
→ -14	-2.7	·	-6	·	-8	-8	-35	0	-5
CC(=O)N1CCN(C(=O)c2ccc(S(=O)(=O)Nc3cccc(C(F)(F)F)c3)cc2)CC1
→ 7	3.0	-19	-3	·	1	0	13	3	·
COc1cccc(C2C(C(=O)Nc3cccnc3)=C(C)Nc3nnnn32)c1OC (centres undefined)
→ 4	0.2	-3	-4	23	2	11	1	-7	-4
COc1ccccc1N1CCN(C2CCCN(C(=O)c3cc(C)oc3C)C2)CC1 (centres undefined)
→ 14	0.5	-4	16	11	2	-17	5	-2	3
CC(=O)c1cccc(NC(=O)CN2C(=O)C3C4C=CC(C4)C3C2=O)c1 (centres undefined)
→ 2	0.9	-6	-16	13	1	-1	9	0	2
CCn1c(CNC(=O)c2ccccc2Cl)cc2ccccc21
→ -6	-2.5	2	12	-13	3	7	-19	-8	5
O=S(=O)(NCCc1ccccc1F)c1cccc(S(=O)(=O)N2CCOCC2)c1
→ -5	1.3	-4	1	6	2	1	8	2	-1
O=C(Nc1ccc(F)cc1)c1cccc(N2C(=O)C3C4C=CC(C5CC45)C3C2=O)c1 (centres undefined)
→ -3	-0.2	-25	17	1	-3	5	0	7	6
O=C(CCCn1c(=S)[nH]c2cc3c(cc2c1=O)OCO3)N1CCN(c2ncccn2)CC1
→ -31	?	-4	2	23	-2	-6	4	-4	5

# Another view of 2 compounds above:
O=C(CCCn1c(=S)[nH]c2cc3c(cc2c1=O)OCO3)N1CCN(c2ncccn2)CC1
  Rv3671c inh: -31
  BoNT A protease: ?
  PriA SSB inh: -4
  CCHFV vOTU inh: 2
  DUSP3 inh: 23
  Anthrax LF prot: -2
  MazF activator: -6
  BoNT-F LC inh: 4
  PrPC surface inh: -4
  SARS 3CLpro inh: 5
O=C(Nc1ccc(F)cc1)c1cccc(N2C(=O)C3C4C=CC(C5CC45)C3C2=O)c1 (centres undefined)
  Rv3671c inh: -3
  BoNT A protease: -0.2
  PriA SSB inh: -25
  CCHFV vOTU inh: 17
  DUSP3 inh: 1
  Anthrax LF prot: -3
  MazF activator: 5
  BoNT-F LC inh: 0
  PrPC surface inh: 7
  SARS 3CLpro inh: 6

# Next structures follow:
# Results follow in this order: Rv3671c inh	BoNT A protease	PriA SSB inh	CCHFV vOTU inh	DUSP3 inh	Anthrax LF prot	MazF activator	BoNT-F LC inh	PrPC surface inh	SARS 3CLpro inh
COc1ccccc1C(=O)NC(=O)COC(=O)C1CC1C (centres undefined)
→ -4	-1.1	-7	-1	·	-4	-1	-15	-5	·
N/C(Cc1ccc(Cl)cc1Cl)=N\OC(=O)c1ccccc1
→ -2	-0.7	·	11	-4	0	2	-5	-2	3
C=CCn1c(=O)n(C(=O)OCC)c2cc(Br)ccc21
→ -2	-0.6	-9	3	-2	-5	-2	-6	-4	3
CCOCCCNC(=O)c1cc2c(=O)n(CC)c3ccccc3c2s1
→ -6	-2.6	-5	-48	14	-5	2	-6	-13	-5
CCc1c(C)nc(SCC(=O)NNC(=O)c2ccco2)[nH]c1=O
→ -5	0.1	-15	8	10	-2	9	-5	5	-2
CC[C@H](C)C1NC(=O)[C@H](CC(=O)O)NC(=O)c2cc([N+](=O)[O-])cc(I)c2NCCC(C(N)=O)NC1=O (some centres undefined)
→ 0	0.4	-9	16	0	-1	7	0	-3	-2
CCc1sc(C(=O)NNC(=O)CNC(=O)c2ccccc2F)cc1C
→ -3	-2.2	-12	6	·	0	4	-7	0	·
Cc1ccc2nc(-c3ccc(NC(=O)C(C)Sc4nncs4)cc3)sc2c1 (centres undefined)
→ -41	0.5	1	-16	·	2	-4	-5	16	·
COC(=O)c1cccc(NC(=O)CC2C(=O)NCCN2C(=O)Nc2ccccc2)c1 (centres undefined)
→ -2	2.0	17	1	9	2	0	15	-7	4
Cc1ccc(Cn2nnc3c(=O)n(CC(=O)N4CCCCC4)cnc32)cc1
→ 2	?	-30	-9	-1	5	1	28	1	1
COc1ccc(C(C)NC(=O)c2ccc(Br)cc2)cc1OC (centres undefined)
→ -2	-0.7	6	1	5	-1	0	-7	5	-2
CC1=NN(c2ccccc2)C(=O)/C1=C/c1cn(C)c2ccccc12
→ 5	?	2	3	12	-5	7	?	-9	0
Cc1csc(SC(C)C(=O)Nc2ccccc2C)n1 (centres undefined)
→ -2	0.2	3	8	·	3	3	0	-1	·
Cc1ccc(C(CC(=O)N2CCCC2)c2ccccc2)c(O)c1 (centres undefined)
→ ·	-4.7	3	9	-33	-13	0	-8	1	-2
Cc1cccc(/C(N)=N/OC(=O)CCc2ccccc2)c1
→ 0	-3.6	i	-2	-6	-6	-7	-21	3	1
CCCC[C@@H]1CNC(=S)N1CCc1cccc(F)c1
→ 1	0.1	-8	2	-11	-9	10	5	1	0
Cc1ccc(Cl)cc1N1CCN(C(=O)Cn2ncn3cccc3c2=O)CC1
→ 3	-0.4	-7	-1	10	-6	-1	2	9	-6
COc1ccc(-c2ccc(-c3cc(=O)oc4cc(OC)c(OC)c(OC)c34)cc2)cc1
→ ·	0.6	-20	-9	·	4	-7	1	-4	·
Cc1cc(NC(=O)c2ccc([N+](=O)[O-])cc2Cl)no1
→ 3	-3.5	5	-15	32	1	1	0	-38	1
Cc1cc(OCC(=O)NCC2CCC(C(=O)O)CC2)c2c3c(c(=O)oc2c1)CCC3 (centres undefined)
→ 0	-1.0	-7	-7	20	-4	10	-22	1	-1
CCOc1ccc(C(=O)NCC(=O)N2CCc3ccccc3C2)cc1OCC
→ -4	0.3	10	-9	20	3	-5	-1	0	1
CC(CO)NS(=O)(=O)c1cccc(Cl)c1F (centres undefined)
→ ·	-0.2	·	13	·	0	6	7	-1	·
COc1ccc(C(=O)Nn2cc3c(c2-c2ccccc2)c(=O)n(C)c(=O)n3C)cc1
→ 1	-0.5	4	1	8	-1	-4	1	-2	2
O=C(CSc1ccccn1)N/N=C/c1c[nH]c2ccccc12
→ 6	-0.2	·	10	26	-4	10	3	6	2
O=C(NN=Cc1ccccc1O)C(O)(c1ccccc1)c1ccccc1
→ ·	-0.4	-4	4	·	3	8	-8	-2	·
CC(=O)N1CCN(S(=O)(=O)c2cccc(C(=O)Nc3ccc4c(c3)CCC4)c2)CC1
→ 0	0.6	-4	8	18	0	-9	-13	6	-7
COc1ccccc1/C=c1\sc2nc(-c3ccccc3OC)nn2c1=O
→ -8	-0.6	·	2	4	-11	-28	2	4	2
COc1ccc(/C=C(\NC(=O)c2ccc(C)cc2)C(=O)Nc2c(C)n(C)n(-c3ccccc3)c2=O)cc1
→ -3	0.7	-12	0	14	-1	-1	3	-8	2
CCCCn1c(N)c(C(=S)NC(=O)CC(C)(C)C)c(=O)n(C)c1=O
→ -6	0.0	-2	25	9	-5	-9	-4	-2	4
COc1ccc(C(=O)O)cc1S(=O)(=O)Nc1cc(C(F)(F)F)ccc1N1CCCCC1
→ ·	0.0	·	26	·	-3	-3	-5	7	·
Cc1ccc(-n2cccn2)cc1
→ 0	0.2	-16	-5	43	-6	4	0	-1	-6
Cc1c(Cl)cccc1NC(=O)c1cccc(NC(=O)CCC(=O)O)c1
→ -10	1.4	-7	2	19	6	-3	12	-1	-1
COC(=O)[C@H](CC(C)C)NC(=O)Nc1ccccc1F
→ -5	?	-7	8	13	-12	2	?	-2	-1
C/C=C/C=C\C(=O)Nc1cccc(C2=NOC3(C2)C[C@H](C(N)=O)N(C(=O)CC#N)C3)c1 (some centres undefined)
→ -5	0.1	-9	8	34	-3	-1	-2	1	·
Cc1ccc(NC(=O)CSc2nc(=O)n3cc(C)ccc3n2)c(C)c1
→ 6	-2.1	3	1	·	-1	7	4	-4	·
CC1Cc2ccccc2N1C(=O)Cn1cc([N+](=O)[O-])ccc1=O (centres undefined)
→ 1	-0.5	2	6	·	-3	7	8	-16	·
O=C(NNC(=S)Nc1ccc(Cl)cc1Cl)c1ccc(N2CCOCC2)c([N+](=O)[O-])c1
→ 13	-0.6	33	19	4	-3	1	-2	-3	2
COc1ccc(CC(=O)Nc2cc(NC(=O)Cc3ccc(OC)c(OC)c3)cc(C(=O)O)c2)cc1OC
→ -2	-0.9	5	-15	22	1	-24	-8	-2	1
CC(C)Nc1nc(NCCN2CCNC2=O)c2sccc2n1
→ ·	-0.1	·	-16	·	-8	·	-7	1	·
N#CCSc1nnc(-c2ccccc2O)n1Cc1ccccc1
→ 2	-0.1	-14	1	30	4	-2	0	4	1
CCCN1CNc2c(c(=O)[nH]c(=S)n2-c2ccccc2Cl)C1
→ -2	0.2	11	7	-38	4	0	-3	9	7
CCC(C)(C)NC(=O)C(c1ccc(F)cc1)N(Cc1ccccc1)C(=O)c1cnccn1 (centres undefined)
→ 10	0.5	-8	-8	4	-4	-14	-4	18	1
Cc1cccc(OCCCC(=O)Nc2ccc(N3CCCCC3)cc2)c1
→ 1	-6.4	7	2	18	-4	4	-26	-2	-1

# From PubChem

# Only part of the results is shown; rates above refer to the full screens.
